High-throughput results as filed in PubChem.
MBNL1-CUG inh: qHTS Assay for Inhibitors of MBNL1-poly(CUG) RNA binding; Muscleblind-like protein 1 (Homo sapiens), Q9NR56; hit rate 0.036% among 280,000; AID 2675, 2010; Potency, µM (highest dose often 57.5 µM), without a hit: at the top dose activity change, negative = inhibition, most hits filed as inhibitors; TR-FRET MBNL1-His/biotin-(CUG)12 binding, 665/545 ratio; active = well fitted inhibition curve with a large enough effect in the signal ratio, with a control signal flat, not every such curve was filed as active; inconclusive = small, poorly fitted or top-dose-only effect, or effect the other way, or a change in a side signal; inactive = no such curve, though single readings can be large or run the other way; the % refers to the signal ratio; also: potency is read from the fitted curve at half-maximal effect; % is scaled to controls: 0 for no effect and ±100 for the full control effect
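TR-FRET readout: Ex 340 nm, 665/545 nm emission ratio, normalized to buffer-only (basal) and MBNL1-(CUG)12 controls. Complex of MBNL1-His with Biotin-(CUG)12, compounds 92 nM–58 uM, incubated 60 min at room temperature.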
S-ASM inh: Inhibitors of Secretory Acid Sphingomyelinase (S-ASM): qHTS. Sphingomyelin phosphodiesterase (Homo sapiens), P17405. placental ASM, HMU-PC fluorogenic substrate, 60 min. Potency, µM (titrated, usually from 57.5 µM), inactives show at the top dose activity change, negative = inhibition, hits mostly inhibitors. hit rate 0.006% among 340,000. AID 504937, 2011; also: potency is read from the fitted curve at half-maximal effect
Target sequence (P17405 47-631 limits assumed): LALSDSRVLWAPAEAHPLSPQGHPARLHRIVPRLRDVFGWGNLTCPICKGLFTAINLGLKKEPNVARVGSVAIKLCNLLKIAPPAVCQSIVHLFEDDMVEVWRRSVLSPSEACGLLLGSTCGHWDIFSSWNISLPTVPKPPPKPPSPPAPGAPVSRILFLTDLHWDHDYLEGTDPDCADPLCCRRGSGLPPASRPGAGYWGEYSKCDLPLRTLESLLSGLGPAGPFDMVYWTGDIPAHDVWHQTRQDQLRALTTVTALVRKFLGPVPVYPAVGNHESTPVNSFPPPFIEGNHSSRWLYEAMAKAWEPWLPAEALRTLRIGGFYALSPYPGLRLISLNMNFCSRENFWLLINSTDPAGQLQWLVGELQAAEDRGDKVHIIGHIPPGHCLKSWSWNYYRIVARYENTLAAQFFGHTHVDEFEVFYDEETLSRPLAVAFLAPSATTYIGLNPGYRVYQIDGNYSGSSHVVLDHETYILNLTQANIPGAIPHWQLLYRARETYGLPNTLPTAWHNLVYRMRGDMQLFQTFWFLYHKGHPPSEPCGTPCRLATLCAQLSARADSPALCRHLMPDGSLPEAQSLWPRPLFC
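Human placenta-derived ASM enzyme was preincubated with compound for 10 minutes at room temperature, then given fluorogenic substrate HMU-PC0 (9 uM final) for 60 minutes at 37 °C; a pH 10 stop preceded fluorescence reading at Ex 386/Em 447 nm.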
USP2a block: qHTS Assay for Inhibitors of Ubiquitin-specific Protease USP2a Using CHOP2 as the Reporter; USP2 core, Ub-CHOP2 coupled fluorogenic reporter, 485/531; Potency, µM (highest dose often 38.3 µM), inactives show at the highest dose activity change, negative = inhibition, actives largely listed as inhibitors; hit rate 0.01% among 330,000; AID 463254, 2010;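 also: potency is read from the fitted curve at half-maximal effect; plate controls were DMSO wells for no effect and full inhibition by NEM control for full effect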
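Cell-free coupled assay: 10nM USP2 core preincubated 30min RT with compound in Tris-HCl pH 8.0/CaCl2/CHAPS buffer, then 25nM Ub-CHOP2 and 25nM reporter substrate; fluorescence (Ex 485/Em 531) read after 60min RT, normalized to NEM inhibition, concentration-response curves fitted.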
BCR signal inh: qHTS Assay to Find Inhibitors of Chronic Active B-Cell Receptor Signaling; ABC-DLBCL IkBa-CBG/CBR reporter, luminescence ratio, 4 h; hit rate 0.05% among 340,000; Potency, µM (titrated, usually from 46.1 µM), inactives show top-dose ratio change, negative = lower green/red ratio, actives largely listed as inhibitors; active = well fitted inhibition curve with a large enough effect in the signal ratio, with a control signal flat, not every such curve was filed as active; inconclusive = small, poorly fitted or top-dose-only effect, or effect the other way, or a change in a side signal; the % refers to the signal ratio;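 also: potency is read from the fitted curve at half-maximal effect; plate controls were basal doxycycline-induced cells for no effect and cells given 10 µM MG132 for full effect; MG132 reads +100%, hits lower the ratio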
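Compounds up to 46 uM were incubated four hours with TMD8 cells whose green CBG68 luciferase is fused to IkappaBalpha; red CBR luminescence normalised the signal, and concentration-effect curves were fitted to fusion, red and ratio data.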
Mito fusion yeast: qHTS Assay for Small Molecule Inhibitors of Mitochondrial Division or Activators of Mitochondrial Fusion. AID 485298, 2010. Potency, µM (highest dose often 46.1 µM), for the others: at the highest dose growth rescue (activation), actives largely listed as activators. hit rate 0.23% among 320,000. S. cerevisiae fusion-defective mutant growth rescue, CellTiterGlo 48 h;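 also: potency is read from the fitted curve at half-maximal effect; % of control where 0% means no effect; nearly all actives have a fitted effect of over 45% in size; temperature-sensitive fusion mutants such as fzo1-1 at 37 °C on non-fermentable ethanol glycerol medium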
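S. cerevisiae fusion-defective temperature-sensitive mutants (e.g. fzo1-1, mgm1-5) grown 48 h at 37C in YPEG (ethanol/glycerol non-fermentable) medium with 23 nl compound per well; growth rescue read as CellTiterGlo luminescence.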
PKM2 activator: qHTS Assay for Activators of Human Muscle isoform 2 Pyruvate Kinase. Pyruvate kinase PKM (Homo sapiens), P14618. purified PKM2, Kinase-Glo ATP luminescence, activation; response scale: 0% is enzyme alone, no compound. Potency, µM (highest dose often 57.5 µM), inactives show at the top dose activation, hits mostly activators. hit rate 0.34% among 260,000. AID 1631, 2009; also: potency is read from the fitted curve at half-maximal effect; % is scaled to controls: 0 for no effect and ±100 for the full control effect; nearly all actives have a fitted effect of over 55% in size
Target sequence (P14618 whole entry, looked up, canonical isoform): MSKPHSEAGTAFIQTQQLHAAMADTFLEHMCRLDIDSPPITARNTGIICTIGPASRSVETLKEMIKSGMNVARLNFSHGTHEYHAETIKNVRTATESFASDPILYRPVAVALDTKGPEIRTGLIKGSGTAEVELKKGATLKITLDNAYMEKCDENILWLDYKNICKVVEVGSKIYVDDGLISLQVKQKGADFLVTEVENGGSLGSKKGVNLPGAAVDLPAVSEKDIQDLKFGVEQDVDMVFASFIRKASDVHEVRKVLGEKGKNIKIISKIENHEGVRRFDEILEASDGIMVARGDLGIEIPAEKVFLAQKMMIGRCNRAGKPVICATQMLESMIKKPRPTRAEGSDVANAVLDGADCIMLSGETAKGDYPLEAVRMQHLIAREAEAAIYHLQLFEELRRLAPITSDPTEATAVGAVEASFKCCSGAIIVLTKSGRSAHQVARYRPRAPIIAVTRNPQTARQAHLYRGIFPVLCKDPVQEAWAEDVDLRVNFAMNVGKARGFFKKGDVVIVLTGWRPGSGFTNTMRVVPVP
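ATP formation by purified human PK-M2, quantified via coupled luciferase luminescence after 1 h at room temperature with 0.1 mM ADP and 0.5 mM PEP final.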
Eya2 phos inh: qHTS Assay for Inhibitors of the Phosphatase Activity of Eya2; recombinant Eya2, OMFP fluorescence dephosphorylation (OMFP is methylfluorescein phosphate); Potency, µM (titrated, usually from 76.9 µM), for the others: top-dose activity, negative = inhibition, most hits filed as inhibitors; hit rate 0.006% among 330,000; AID 488837, 2010; also: potency is read from the fitted curve at half-maximal effect; % is scaled to controls: 0 for no effect and ±100 for the full control effect
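Eya2 (0.2 uM) preincubated 10 min at ambient with compound, then OMFP substrate added at 50 uM; 10 min reaction in 50 mM HEPES pH 7.5, 50 mM NaCl, 5 uM MgCl2, 0.05% BSA, 1 mM DTT. Fluorescence read at Ex 485/Em 525 nm.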
hERG WT inh: qHTS for Inhibitors of KCHN2 3.1: Wildtype qHTS. U2OS, BacMam KCNH2, thallium flux FluxOr; hits give low values. activity change, % at 1.84 µM. hit rate 0.37% among 340,000. Voltage-gated inwardly rectifying potassium channel KCNH2 (Homo sapiens), Q12809;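 active = maximum activity change below -70%; inconclusive = maximum activity change between -70% and -50%; inactive = maximum activity change above -50%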; also: % is scaled to controls: 0 for no effect and ±100 for the full control effect
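U2OS cells transduced with wild-type KCNH2 virus are loaded with FluxOr dye for 45 min, and thallium flux is measured in kinetic reads before and after stimulation buffer. Rate constants are normalized to DMSO controls.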
GALK inh: qHTS Assay for Inhibitors of Human Galactokinase (GALK); P51570; Purified GALK, Kinase-Glo residual ATP luminescence; Potency, µM (doses to about 57.5 µM), inactives show at the highest dose activity change, negative = inhibition, hits mostly inhibitors; hit rate 0.007% among 270,000; also: potency is read from the fitted curve at half-maximal effect; % is scaled to controls: 0 for no effect and ±100 for the full control effect
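Kinase-Glo Plus luminescence measured ATP left after a 1 h room-temperature reaction. The reaction used 5 nM GALK, 100 uM galactose and 35 uM ATP at pH 8.0 (20 mM HEPES, 5 mM MgCl2, 60 mM NaCl, 1 mM DTT, 0.01% BSA).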
Menin MLL FP TR: qHTS Assay for Inhibitors Targeting the Menin-MLL Interaction in MLL Related Leukemias: Competition With Texas Red Labeled MLL-derived Mutant Peptide. Menin + Texas Red MLL mutant peptide, fluorescence polarization. Potency, µM (highest dose often 61.6 µM), for inactives: top-dose FP activity change, negative = inhibition, actives largely listed as inhibitors. hit rate 0.23% among 270,000; active = well fitted inhibition curve with a large enough effect in the polarisation, with a control signal flat, not every such curve was filed as active; inconclusive = small, poorly fitted or top-dose-only effect, or effect the other way, or a change in a side signal; inactive = no such curve, though single readings can be large or run the other way; the % refers to the polarisation; also: potency is read from the fitted curve at half-maximal effect; % of control where 0% means no effect; many of its hits are not listed in these tables
TSHR antagonist: Antagonists of the Thyroid Stimulating Hormone Receptor: HTS campaign; AID 504810, 2011; Thyrotropin receptor (Homo sapiens), P16473; activity change, negative = inhibition, % at 11.5 µM; TSHR-expressing cells, TSH-stimulated cAMP HTRF, 2 h; hits give low values; hit rate 0.2% among 330,000;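 active = activity change below a set negative limit, meaning inhibition stronger than a set level, cut at about -70% in these data; inconclusive = activity change between two set negative limits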; also: % is scaled to controls: 0 for no effect and ±100 for the full control effect
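Read-out is FRET at 665 nm (cryptate excitation 337 nm) from a cryptate-tagged anti-cAMP antibody, competed by cell cAMP against cAMP-d2. Compounds are tested on freshly harvested TSHR cells challenged with 4nM TSH (EC80) for 2 hours at 37 deg C.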
Active calls of the source: *; ? = inconclusive; / = not tested or not shown. Unless noted, calls follow the shape of the dose curve; as a rule, active = well fitted curve in the direction sought with a large enough effect; inconclusive = small, poorly fitted or top-dose-only effect, or another doubt; inactive = no such curve, though single readings can be large; an effect the other way counts as inactive or inconclusive. Some of the compounds tested; rates above refer to the full screens.

SMILES	MBNL1-CUG inh	S-ASM inh	USP2a block	BCR signal inh	Mito fusion yeast	PKM2 activator	Eya2 phos inh	hERG WT inh	GALK inh	Menin MLL FP TR	TSHR antagonist
O=C(Cc1ccccc1)Nc1ccc(Br)c(Cl)c1	-13%	7%	-6%	5%	14µM*	-18%	-9%	-7	1%	?	17
Cc1nc(NC(=O)C2CC2)sc1C(=O)NC1CCCCC1	20%	-2%	1%	-1%	3%	0%	-5%	-2	9%	3%	-5
COc1ccccc1N(CC(=O)N1CCC(C(N)=O)CC1)S(=O)(=O)c1ccccc1	2%	1%	1%	8%	-12%	-5%	3%	-11	8%	15%	10
CCCc1[nH]nc2c1C(c1cn[nH]c1-c1ccc(F)cc1)C(C#N)=C(N)O2 (stereo not drawn)	0%	-2%	0%	?	2%	-11%	0%	0	-2%	8%	28
CN(C)N1C(N)=C(C#N)C(c2cccs2)C2=C1CC(C)(C)CC2=O (stereo not drawn)	-3%	5%	1%	19%	-5%	21%	-3%	-10	0%	-11%	18
COc1ccccc1NC(=O)CCc1nc2sc3c(c2c(=O)[nH]1)CCCC3	/	16%	5%	?	3%	/	10%	3	/	/	-4
O=C(CSc1ncccn1)NC(=O)NCc1ccco1	0%	2%	0%	0%	3%	6%	12%	-5	14%	5%	-5
NS(=O)(=O)c1ccc(NC(=O)COC(=O)CCc2nc3ccccc3c(=O)[nH]2)cc1	/	0%	2%	2%	-2%	/	27%	6	/	/	8
O=C(NCc1cccs1)c1ccccc1[N+](=O)[O-]	?	5%	4%	-2%	-6%	0%	4%	1	1%	-1%	6
CN(C)C(=O)N1CCC(C(=O)NCc2ccccc2)CC1	5%	5%	0%	?	1%	-3%	-23%	-4	-1%	5%	-4
CC(=O)c1ccc(NC(=O)CSc2nnc(NC(=O)CN3CCOCC3)s2)cc1	-7%	-1%	0%	-17%	-4%	-4%	3%	-3	0%	14%	-13
COc1cc2cc(Oc3ccc4ccc(=O)oc4c3)c(=O)oc2cc1OC(=O)/C=C/c1ccccc1	9%	31%	9%	?	2%	8%	1%	4	4%	/	-6
Cc1ccc(-c2csc3ncn(CC(N)=O)c(=O)c23)cc1C	-4%	-1%	4%	-3%	1%	-3%	0%	5	-1%	-10%	10
COc1ccc(CCNC(=O)c2ccc(S(=O)(=O)N(C)c3ccccc3)cc2)cc1OC	-4%	-1%	-1%	?	1%	-11%	-7%	5	-4%	13%	1
CCc1ccc(N2C(=O)C(Cl)=C(N3CCCCCC3)C2=O)cc1	17%	-11%	0%	1%	-9%	/	8%	5	/	?	-7
COC(=O)[C@]1(C)N[C@H](CN(C)C(=O)COc2ccccc2)[C@@H]2C(=O)N(C)C(=O)[C@@H]21	/	9%	2%	1%	/	/	-3%	0	/	/	0
CCCSc1nnc(CNC(=O)C23CC4CC(CC(C4)C2)C3)n1Cc1ccccc1	-8%	-2%	-3%	?	3%	-5%	-5%	5	-4%	-12%	-6
O=[N+]([O-])c1cc(/C=N/Nc2nc(N3CCCCC3)nc(N3CCCCC3)n2)ccc1O	-5%	2%	1%	?	2%	-1%	-1%	0	0%	-15%	4
COc1ccc(C(=O)NCCONC(=O)c2ccc(OC)cc2)cc1	-7%	0%	0%	1%	1%	-3%	-2%	0	7%	/	-6
Cn1c2ccccc2c2cc(/C=C(\NC(=O)c3ccccc3)C(=O)NCC(=O)O)ccc21	2%	13%	17%	1%	-7%	-1%	13%	-10	-6%	/	-7
O=C(CSc1nnc(-c2ccc(F)cc2)c2ccccc12)Nc1cccc(Cl)c1	17%	-2%	1%	?	16%	7%	-21%	-4	-6%	2%	-4
CC(C)CNC(=O)c1cccc(NC(=O)c2ccc3c(c2)C(=O)N(C)C3=O)c1	?	0%	0%	4%	-6%	10%	-14%	8	-1%	18%	-5
CCOC(=O)c1c(C)n(C)c2c(C)cc(O)c(OC(=O)CC)c12	14%	2%	1%	3%	3%	1%	-8%	2	6%	0%	-5
CC1=C(C(=O)OCc2ccccc2)C(c2ccc([N+](=O)[O-])cc2)NC(=O)N1C (stereo not drawn)	?	-14%	3%	?	-2%	12%	6%	-14	-4%	-9%	0
CC(=O)Nc1ccc2c(CN3C(=O)NC(C)(c4ccc(C)cc4)C3=O)cc(=O)oc2c1 (stereo not drawn)	?	4%	1%	3%	-2%	7%	4%	-5	3%	17%	-1
SMILES	MBNL1-CUG inh	S-ASM inh	USP2a block	BCR signal inh	Mito fusion yeast	PKM2 activator	Eya2 phos inh	hERG WT inh	GALK inh	Menin MLL FP TR	TSHR antagonist
O=C(CSc1ccccc1)NC1CCCCCCC1	-3%	3%	2%	10%	2%	2%	0%	6	-1%	-21%	-2
CCCCN=C(C)c1c(O)c2ccccc2oc1=O	-12%	-2%	3%	1%	3%	1%	25%	0	5%	0%	6
CC(CC(=O)NCCc1ccc(S(N)(=O)=O)cc1)c1ccccc1 (stereo not drawn)	2%	4%	2%	0%	-1%	2%	-9%	15	0%	4%	26
CCN1CCN(C(=O)c2ccccc2N(Cc2ccccc2)S(=O)(=O)c2ccc(C)cc2)CC1	13%	-3%	1%	12%	-3%	-10%	11%	-2	0%	-20%	1
Cc1ccc(-n2nc(C)c(NS(=O)(=O)c3ccccc3)c2C)cc1C	-2%	-1%	5%	4%	2%	4%	19%	-24	1%	-4%	-3
CC1Cc2nc(SCC(=O)Nc3ccc4c(c3)OCO4)n(-c3ccc(F)cc3)c(=O)c2S1 (stereo not drawn)	1%	2%	0%	-19%	0%	-3%	-3%	-1	1%	/	-5
COc1cccc2cc(C(=O)c3ccc([N+](=O)[O-])cc3)oc12	?	1%	-1%	1%	-9%	7%	3%	-1	-2%	-3%	28
Cc1cccc(/C=N/NC(=O)c2ccc3c(c2)OCCO3)c1O	?	/	1%	?	-6%	/	-6%	/	2%	/	2
CCCn1c(SCC(=O)NC2CCCCC2C)n[nH]c1=O (stereo not drawn)	2%	-2%	/	/	-4%	-15%	/	-6	0%	14%	/
CN(NS(C)(=O)=O)c1c(C#N)c(C(F)(F)F)nn1C	-1%	6%	6%	1%	2%	0%	-2%	-8	1%	17%	6
Cc1ccc(CNC(=O)Cn2c(=O)n(CC(=O)N3CCCCC3)c(=O)c3sccc32)cc1	-1%	4%	-3%	-3%	7%	/	9%	-3	8%	/	8
O=C(Nc1ccc2c(c1)OCCO2)c1ccncc1	7%	0%	-1%	-11%	-5%	-7%	-10%	-1	-3%	-6%	-5
CCOc1cc(C(=O)Nc2ccc(N3CCN(C(C)=O)CC3)cc2)cc(OCC)c1OCC	0%	-3%	1%	-5%	1%	1%	7%	1	-7%	10%	-17
COCCNC(=O)C(OC(=O)C1=Cc2ccccc2OC1)C(C)C (stereo not drawn)	?	13%	1%	?	-4%	0%	-6%	-11	5%	-4%	-9
C#CCOCCOCCOCCNc1nc(N2CCOCC2)nc(N2CCN(C(=O)[C@H](CC(N)=O)n3cc([C@@H](N)C(C)C)nn3)CC2)n1	/	8%	0%	2%	/	/	-3%	-1	/	/	4
Cc1c(Cl)cccc1N(Cc1ccc(C(=O)O)cc1)S(=O)(=O)c1ccccc1	2%	-1%	5%	?	26%	-4%	22%	5	-4%	?	-6
COc1cc(NC(=O)c2cc(-c3ccc4c(c3)OCO4)on2)cc(OC)c1OC	-23%	-19%	3%	-15%	-13%	3%	-2%	-9	0%	9%	-21
O=C1c2ccccc2C(=O)N1CC1c2ccccc2CCN1S(=O)(=O)c1cnc[nH]1 (stereo not drawn)	?	0%	-2%	8%	-1%	2%	8%	-1	-1%	0%	-8
